# MBNL1 CUG block = MBNL1-poly(CUG) RNA binding inhibition; 280,000 tested, 0.036% active; TR-FRET MBNL1-His/biotin-(CUG)12 binding, 665/545 ratio; Q9NR56; Potency, µM (doses to about 57.5 µM), for the others: at the highest dose activity change, negative = inhibition, actives largely listed as inhibitors; active = well fitted inhibition curve with a large enough effect in the signal ratio, with a control signal flat, not every such curve was filed as active; inconclusive = small, poorly fitted or top-dose-only effect, or effect the other way, or a change in a side signal; inactive = no such curve, though single readings can be large or run the other way; the % refers to the signal ratio; note: % is set by controls: 0 for no effect and ±100 for the full control effect
#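 MBNL1-His + Biotin-(CUG)12, cpd titration 92 nM–58 uM; Tb anti-His Ab 0.055 ng/ul, SA-XL665 5 nM (final); 60 min RT; ratiometric 665/545 nm, Ex 340 nm; normalized to buffer and full-complex controls.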
# uPA generation = inhibitors of cell surface uPA generation; cell surface uPA generation assay, qHTS; Potency, µM (doses to about 38.3 µM), for inactives: at the top dose activity change, negative = inhibition, hits mostly inhibitors; 330,000 tested, 0.31% active; AID 540303; active = well fitted inhibition curve with a large enough effect; inconclusive = small, poorly fitted or top-dose-only effect; inactive = no such curve, though single readings can be large or run the other way; tested in mouse RAW 264.7 cells; note: % is set by controls: 0 for no effect and ±100 for the full control effect; nearly all actives have a fitted effect of over 55% in size
# ELG1 genotox = genotoxicity induction in ELG1-luciferase HEK293T cells. Potency, µM (doses to about 46 µM), for the others: at the highest dose activity change, positive = activation, most hits filed as activators. 330,000 tested, 1.3% active. HEK293T ELG1-luciferase reporter, luminescence, 16 h; note: % of control where 0% means no effect; nearly all actives have a fitted effect of over 60% in size
#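 16 hr compound incubation (37 °C, 5% CO2) of HEK293T cells carrying luciferase-tagged ELG1; luciferase then measured by ONE-Glo luminescence after 30 min at RT.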
# Rab9 promoter act = activates the Rab9 promoter; Huh7 Rab9 promoter-luciferase reporter, luminescence, 24 h; Potency, µM (doses to about 9.22 µM), inactives show at the top dose activation, negative = inhibition, most hits filed as activators; 320,000 tested, 2.8% active; note: % of control where 0% means no effect; nearly all actives have a fitted effect of over 60% in size
#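 Stable Rab9-luc Huh7, 1500 cells/well, 2 h settle; cmpd in DMSO, 24 h, 37 °C/5% CO2; luciferase reagent 10 min RT; luminescence.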
# p53 reactivator = re-activators of mutant p53. H1299 p53-A138V BP100-luciferase reporter, luminescence, 24 h. AID 504706. 320,000 tested, 0.063% active. Potency, µM (highest dose often 92.2 µM), for inactives: at the highest dose activity change, positive = activation, actives largely listed as activators; note: % of control where 0% means no effect; nearly all actives have a fitted effect of over 45% in size
#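 H1299 (p53-null), stable ts p53-A138V + BP100-Luc; 1000 cells/well, Opti-MEM/10% FBS; cpd 4 pt, 1:5; 24 h, 37 deg C, 5% CO2; detection reagent 10 min RT; luminescence.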
# NPC1 promoter act = activates the NPC1 promoter. 320,000 tested, 2.4% active. Huh7 NPC1 promoter luciferase reporter, 24 h. Potency, µM (series often up to 9.22 µM), inactives show at the top dose activation, actives largely listed as activators. AID 485313;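 note: % of control where 0% means no effect; nearly all actives have a fitted effect of over 60% in size; reporter is driven by a mutant NPC1 promoter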
#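 Readout is luciferase luminescence, reflecting NPC1 promoter activation in stably transfected Huh7 cells after 24 h compound exposure at 37 °C in reduced-serum medium with 10% FBS.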
# FLuc counter = counter-screen for miR-21 project: firefly luciferase inhibitors or activators; purified FLuc, Km substrates, luminescence inhibition; 360,000 tested, 6.9% active; P08659; Potency, µM (series often up to 57.5 µM), for inactives: at the top dose activity change, negative = inhibition, hits mostly inhibitors;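 note: plate controls were vehicle for no effect and reference inhibitor for full effect; nearly all actives have a fitted effect of over 55% in size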
# Target sequence (P08659 whole entry, looked up): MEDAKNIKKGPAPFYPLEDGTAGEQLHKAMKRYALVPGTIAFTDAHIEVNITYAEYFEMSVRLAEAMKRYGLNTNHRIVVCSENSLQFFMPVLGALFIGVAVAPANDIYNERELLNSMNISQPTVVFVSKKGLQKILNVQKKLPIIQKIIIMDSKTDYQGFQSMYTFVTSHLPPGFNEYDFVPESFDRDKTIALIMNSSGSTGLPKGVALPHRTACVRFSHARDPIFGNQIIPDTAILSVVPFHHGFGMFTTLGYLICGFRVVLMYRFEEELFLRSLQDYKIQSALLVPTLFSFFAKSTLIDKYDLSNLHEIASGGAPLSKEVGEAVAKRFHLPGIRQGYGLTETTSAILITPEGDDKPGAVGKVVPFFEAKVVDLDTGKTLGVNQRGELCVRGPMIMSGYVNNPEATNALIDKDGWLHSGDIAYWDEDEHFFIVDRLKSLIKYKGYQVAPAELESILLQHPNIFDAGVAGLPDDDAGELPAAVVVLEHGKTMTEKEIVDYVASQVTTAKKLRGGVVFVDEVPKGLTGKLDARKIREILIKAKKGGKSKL
#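 Biochemical qHTS of compounds, final roughly 60 µM downward over six points, against 10 nM purified firefly luciferase using Km concentrations of substrates (10 uM D-luciferin, 10 uM ATP) in Tris acetate pH 7.5 buffer; luminescence output.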
# VP16 counter = Gal4-VP16 reporter inhibition counter-screen | Drosophila S2 Gal4-VP16 UAS-luciferase, luminescence, 20 h | Potency, µM (doses to about 53.6 µM), inactives show at the top dose activity, negative = inhibition, hits mostly inhibitors | 310,000 tested, 3.5% active;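 note: Gal4-VP16 expression switched on by copper sulfate through the metallothionein promoter; % is set by controls: 0 for no effect and ±100 for the full control effect; nearly all actives have a fitted effect of over 50% in size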
# RORgamma inh = ROR gamma (mouse) transcription inhibition; Potency, µM (doses to about 53.6 µM), inactives show at the highest dose activity change, negative = inhibition, hits mostly inhibitors; 310,000 tested, 5.4% active; P51450; Drosophila S2 Gal4-RORgamma UAS-luciferase reporter, 20 h; note: % is set by controls: 0 for no effect and ±100 for the full control effect; nearly all actives have a fitted effect of over 60% in size
# Target sequence (P51450 whole entry, looked up, the tested form may be a part): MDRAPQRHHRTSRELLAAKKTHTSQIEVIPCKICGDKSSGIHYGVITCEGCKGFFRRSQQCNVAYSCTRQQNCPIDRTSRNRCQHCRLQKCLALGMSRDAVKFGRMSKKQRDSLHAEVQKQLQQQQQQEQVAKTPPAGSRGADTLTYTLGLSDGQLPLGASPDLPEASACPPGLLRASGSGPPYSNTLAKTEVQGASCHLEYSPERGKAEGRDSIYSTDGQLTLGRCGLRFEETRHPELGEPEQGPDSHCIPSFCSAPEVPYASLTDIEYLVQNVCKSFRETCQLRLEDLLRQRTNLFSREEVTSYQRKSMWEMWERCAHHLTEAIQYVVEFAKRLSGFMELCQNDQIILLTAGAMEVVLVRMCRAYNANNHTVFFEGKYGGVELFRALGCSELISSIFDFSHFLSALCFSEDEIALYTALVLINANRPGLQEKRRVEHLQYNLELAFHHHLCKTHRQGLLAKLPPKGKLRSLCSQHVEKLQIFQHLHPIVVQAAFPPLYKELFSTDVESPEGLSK
#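 Stably transfected Drosophila Schneider cells are the test system, with ROR gamma fused to Gal4 and luciferase under UAS control; luminescence is read after 20 hr of 700 uM copper sulfate induction at ambient temperature.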
# BRCA1 expr up = BRCA1 expression activation | AID 624202 | 380,000 tested, 1.1% active | MCF7-BRCA1-FFLuc reporter, luminescence, 48 h; response scale: scaled: vehicle 0%, 10 µM genistein 100% | Potency, µM (highest dose often 46.1 µM), for the others: top-dose activation, most hits filed as activators; note: nearly all actives have a fitted effect of over 80% in size; some results filed as inactive show a strong effect at the top dose
#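 Reporter cells (MCF7, BRCA1 promoter-firefly luciferase) received library compounds across a concentration series for 48 h. End-point luminescence was measured and concentration-effect curves derived after normalization.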
# Active calls of the source: *; ? = inconclusive; / = not tested or not shown; [ ] = dose if it differs, or a comment. Unless noted, calls come from the whole dose curve; as a rule, active = well fitted curve in the direction sought with a large enough effect; inconclusive = small, poorly fitted or top-dose-only effect, or another doubt; inactive = no such curve, though single readings can be large; an effect the other way counts as inactive or inconclusive. Potency is the fitted concentration of half-maximal effect. Compounds were not picked by outcome. About 13% of those tested had a hit in this group.
SMILES,RORgamma inh,uPA generation,BRCA1 expr up,MBNL1 CUG block,Rab9 promoter act,ELG1 genotox,NPC1 promoter act,p53 reactivator,VP16 counter,FLuc counter
COC(=O)c1cnn(-c2ccccc2)c1C(OC)OC,?,6%,-8%,-10%,0%,0%,10%,-1%,-6%,-1%
C(=N\Nc1nncc2ccccc12)/c1ccccn1,1.4µM*,-11%,-70%[inhibitor],?,?,0.37µM*,?,79%,3.5µM*,1.7µM*
C=CCn1c(=O)c(C#N)cc2c(=O)n3ccccc3nc21,-21%,7%,0%,?,-1%,-2%,-1%,-2%,-4%,-5%
CC1(C)CC2CC(C)(CN2c2ncnc3ccc(Br)cc23)C1 (stereo not given),?,-5%,-76%[inhibitor],-16%[11.5 µM],-2%,11%,-11%,-11%,-13%,-3%
COc1ccc(C(=O)Nc2ccc(C(=O)N3CCCC3)cc2)cc1[N+](=O)[O-],12%,11%,0%,?,-4%,7%,0%,-9%,-8%,?
C[C@H](CO)N1C[C@H](C)[C@@H](CN(C)S(=O)(=O)c2ccc(F)cc2)Oc2ccc(NC(=O)Nc3ccc4c(c3)OCO4)cc2C1=O,/,16%,-28%,/,/,-4%,/,-4%,/,/
C=CCn1c(-c2ccc(OC)c(OC)c2)cs/c1=N\c1ccccn1,?,-2%,17%,?,1%,-8%,1%,14%,?,-1%
O=C(CN1CCN(C(=O)N2CCOCC2)CC1)Nc1cc(Cl)ccc1Cl,-5%,1%,-22%,1%,0%,-12%,-2%,-7%,-7%,2%
C=C(C)CSc1nc(N)c(C#N)c(-c2ccc(C)cc2)c1C#N,-32%,-8%,-3%,83%[activator],/,/,/,/,-8%,15µM*
C=C[C@@]1(C)CCC(/C(C)=C/C=C/C(C)(C)O)C[C@@H]1C(=C)C (stereo not given in full),/,-2%,7%,/,/,-3%,/,-10%,/,/
CCN(c1ccccc1)S(=O)(=O)c1ccc(OC)c(NC(=O)c2c(C)noc2C)c1,/,-2%,-15%,/,1%,1%,-1%,-8%,/,-1%
CCN1CCN(C(=O)c2c(-c3ccccc3)noc2C)CC1,-6%,1%,-46%,-6%,-3%,-2%,-2%,1%,7%,0%
CC(C(=O)c1ccccc1)n1cnc2ccccc2c1=O (stereo not given),-12%,0%,-1%,0%,-1%,0%,-5%,-8%,5%,3%
CCCCN(CCCC)CCNC(=O)CSCc1ccc(C)cc1,0%,-1%,-28%,-7%,1%,-7%,-5%,5%,0%,-2%
Cc1cc(C)c2nc(N3CCCN(C(=O)c4cnccn4)CC3)c(C#N)cc2c1,?,-1%,-8%,-4%,-1%,0%,-4%,-10%,1%,4%
COc1ccc(NS(=O)(=O)c2ccc(C(=O)N(C)Cc3ccc(C)o3)cc2)cc1,/,-5%,-14%,/,/,-4%,/,0%,/,/
Cc1ccc(NC(=O)CSC2=C(C#N)C(c3ccco3)C3=C(CCCC3=O)N2)cc1 (stereo not given),10%,0%,0%,1%,6%,-9%,-3%,?,-19%,4%
CC1(C)NC(=O)N(CCCOc2ccc(Br)cc2Cl)C1=O,?,-13%,?,4%,?,15µM*,2.8µM*,27%,5%,11µM*
COc1ccc(-n2nc3cc(C)c(NC(=O)C(C)C)cc3n2)cc1,?,/,/,2%,0.32µM*,?,0.32µM*,?,25%,0.21µM*
O=C1NN=C(c2ccccc2)CC1c1ccc(Cl)cc1Cl (stereo not given),32%,-4%,3%,8%,3%,-9%,-8%,-1%,-11%,6%
CCOC(=O)c1cc(-c2ccc(C)cc2)n(CCC(=O)N2CCN(c3ccccn3)CC2)c1C,3%[10 µM],-11%,-65%,/,-5%,-12%,-4%,-14%,13%,-1%
CC(C)C(=O)Nc1nnc(CCN2CCCCC2)s1,-3%,4%,0%,-15%,5%,-2%,0%,-1%,-19%,7%
COc1ccc(CCNC(=O)CN(C)S(=O)(=O)c2ccc(Br)s2)cc1OC,?,-3%,-5%,4%[11.5 µM],0%,-7%,6%,3%,2%,1%
COc1ccc(N2CCN(C(=S)Nc3ccccc3)CC2)cc1,13µM*,1%,-3%,-10%,0%,-5%,-2%,10%,?,-1%
NC(=O)CCC(NS(=O)(=O)c1ccc(Cl)cc1)C(=O)NCc1ccccc1 (stereo not given),-7%,/,/,-11%,-2%,1%,-3%,20%,6%,12%
Cc1cccc(NC(=S)NCC(C)CSc2ccc(Cl)cc2)c1 (stereo not given),3.2µM*,-17%,-47%,9%,-1%,-17%,4%,1%,5.6µM*,-6%
S=C(NCCN1CCOCC1)Nc1ccc(Cl)cc1Cl,-29%,-3%,29%,-6%,-3%,3%,-1%,18%,9%,1%
C=CCn1c(=O)c2c(nc(-c3ccc(S(=O)(=O)O)cc3)n2C)n(C)c1=O,/,1%,-5%,/,9%[46.1 µM],/,8%[46.1 µM],/,/,/
COc1ccccc1C(=O)N(Cc1ccco1)C1CCS(=O)(=O)C1 (stereo not given),16%,3%,2%,-7%,1%,2%,1%,-4%,2%,0%
CCCCCCCNC(=O)C1(CC2CC(c3cccc(Br)c3)=NO2)CCN(C(=O)CCCCCBr)CC1 (stereo not given),/,?,-70%,/,1%,-9%,-2%,-11%,/,0%
CC(=O)c1ccc(OCCCCCCCOc2ccc(C(C)=O)cc2)cc1,-4%[1.91 µM],4%,4%,-1%,-3%,0%,-1%,17%,-19%,-1%
COc1ccc(N2CCN(C(=O)c3ccc4c(=O)n(Cc5ccc6c(c5)OCO6)c(=O)[nH]c4c3)CC2)cc1,9%,1%,12%,0%,-7%,10%,0%,4%,-3%,3%
CNc1c([N+](=O)[O-])cnn1-c1ccc(Cl)cc1Cl,19%,0%,-21%,11%,5%,0%,-2%,0%,-4%,-2%
Cc1ccc2c(c1)=C(c1sc(N(C)c3ccc(O)cc3)nc1O)C(=O)N=2,-22%,-80%,-1%,16%,-1%,3%,3%,-1%,-20%,8%
C=CCn1c2ccccc2c2nnc(SCc3[nH]c(=O)[nH]c3C(=O)CCCCC(=O)OCC)nc21,13µM*,-6%,-38%,/,0%,3%,-2%,-4%,?,7%
CC(Sc1nc(-c2ccccc2)cc(C(F)(F)F)n1)C(=O)Nc1sc2c(c1C(N)=O)CCC2 (stereo not given),20%,1%,-15%,/,11%,1%,-1%,6%,-6%,4%
CN(CC(=O)Nc1ccc(F)cc1)C(=O)CN1C(=O)NC2(CCCCC2)C1=O,/,2%,-20%,/,/,0%,/,3%,/,/
COc1ccc(-c2noc(-c3ccc(Cl)cc3[N+](=O)[O-])n2)cc1OC,33%,-6%,?,/,4µM*,17%,?,?,-2%,4.3µM*
O=C(CSc1nc2[nH]ncc2c(=O)[nH]1)N1CCCC1,-14%,2%,-17%,-6%,-2%,0%,-3%,21%,1%,3%
COC(=O)c1c(NC(C)=O)sc2c1CCCC2,-7%,-1%,-18%,-4%,-1%,5%,-5%,-34%[inhibitor],-3%,0%
COc1ccc(-c2nnn(CC(=O)N3CCN(c4ccccc4OC)CC3)n2)cc1,?,3%,0%,-17%,2%,-7%,-4%,-16%,17%,-3%
Cc1oc2cc(O)ccc2c(=O)c1N1C(=O)c2ccccc2C1=O,9%,6%,2%,3%,5%,0%,-3%,-5%,-2%,-1%
CCCC[C@@H]1CNCCN1CCc1cccc(F)c1,/,-9%,-4%,/,11%,0%,-4%,-5%,/,-1%
O=C(/C=C/c1cccc([N+](=O)[O-])c1)N(c1ccccn1)c1ccccn1,8%,-11%,-27%,7%,2%,1%,-3%,-1%,-6%,0%
CCOC(=O)c1ccc(NS(=O)(=O)c2cc(-c3nnnn3CC)ccc2OC)cc1,-6%,-4%,-38%,-13%,-4%,0%,0%,-2%,-9%,0%
COc1ccc2[nH]c3c(c2c1)CCN1C(=O)C(CC(=O)NCC24CC5CC(CC(C5)C2)C4)C[C@H](C(=O)N2CCOCC2)[C@@]31CCC1CCCC1 (stereo not given in full),/,?,0%,/,/,-10%,/,1%,/,/
CCOC(=O)c1sc(NC(=O)c2cccs2)nc1C,-24%,-16%,-17%,-1%,?,?,?,12%,16%,2.4µM*

# Of the compounds above, 4 contain fluorine:
SMILES,RORgamma inh,uPA generation,BRCA1 expr up,MBNL1 CUG block,Rab9 promoter act,ELG1 genotox,NPC1 promoter act,p53 reactivator,VP16 counter,FLuc counter
C[C@H](CO)N1C[C@H](C)[C@@H](CN(C)S(=O)(=O)c2ccc(F)cc2)Oc2ccc(NC(=O)Nc3ccc4c(c3)OCO4)cc2C1=O,/,16%,-28%,/,/,-4%,/,-4%,/,/
CC(Sc1nc(-c2ccccc2)cc(C(F)(F)F)n1)C(=O)Nc1sc2c(c1C(N)=O)CCC2 (stereo not given),20%,1%,-15%,/,11%,1%,-1%,6%,-6%,4%
CN(CC(=O)Nc1ccc(F)cc1)C(=O)CN1C(=O)NC2(CCCCC2)C1=O,/,2%,-20%,/,/,0%,/,3%,/,/
CCCC[C@@H]1CNCCN1CCc1cccc(F)c1,/,-9%,-4%,/,11%,0%,-4%,-5%,/,-1%
